Screening data deposited in PubChem by several laboratories.
SKN-1 inh – suppressors of acrylamide-induced Pgst-4::GFP reporter in worms, primary screen, SKN-1 inhibitor project, whole organism, uHTS, GFP/RFP fluorescence ratio, strain VP596 | C. elegans VP596 Pgst-4::GFP/RFP ratio, 24 h | inhibition, % at 21.8 µM | 0.49% of 360,000 active | AID 624304, 2012;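 active = interference check ratio from 0.5 to 1.5 plus GFP to RFP signal ratio inhibition reaching or exceeding a fixed threshold, cut at about 30% in these data, passing the limit was not always enough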; also: some compounds called inactive have numbers as strong as hits
FAS TE block – FAS thioesterase domain inhibitors, primary screen, biochemical, fluorescence intensity, uHTS; 0.67% of 360,000 active; recombinant FAS-TE, OMFH fluorogenic substrate, fluorescence endpoint; Fatty acid synthase (Homo sapiens), P49327; inhibition, % at 15 µM;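 active = compounds whose normalised, plate-corrected inhibition of enzyme fluorescence in the single-dose primary screen is 50% or more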;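 also: 0% = DMSO with enzyme and 100% = substrate without enzyme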
bovine MsrA act – bovine MsrA enzyme activators, primary screen, biochemical, absorbance, HTS | Methionine sulfoxide reductase A (Bos taurus) | purified bovine MsrA, absorbance read-out | 0.3% of 360,000 active | activation, % at 10.6 µM | AID 602163, 2012; in the data active = activation above about 7.5%;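 also: 0% = vehicle and 100% = reference activator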
TbMetRS inhib – T. brucei MetRS inhibitors, primary screen, biochemical, luminescence. 0.4% of 360,000 active. purified T. brucei MetRS, ATP depletion, Kinase-Glo luminescence. inhibition, % at 11.9 µM. methionyl-tRNA synthetase (Trypanosoma brucei brucei);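 active = inhibition above a per-plate cutoff of the control wells' mean inhibition plus 3 SD, cut at about 5.5% in these data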;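 also: 0% = DMSO wells median and 100% = median of wells with control inhibitor compound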
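Material – parasite MetRS enzyme · Medium – HEPES-MgCl2-KCl buffer plus DTT, spermine, BSA, pyrophosphatase · Reagent – ATP, methionine and E. coli bulk tRNA substrates · Times – 15 min enzyme-compound preincubation, 2 h reaction, 10 min detection, 25 °C · Measured by – luminescence of leftover ATP · Evaluation – percent inhibition relative to median high and low control wells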
NRP1-CendR mod – modulators of CendR peptide binding to NRP-1, primary screen, biochemical, fluorescence polarization, uHTS. Neuropilin-1 (Homo sapiens), O14786. FAM-RPARPAR peptide binding to NRP-1. inhibition, % at 25 µM. 0.85% of 360,000 active. AID 602438, 2012;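 active = inhibition or corrected inhibition above about 18%, plus a signal ratio from 0.5 to 1.5, limit read from the data, passing the limit was not always enough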; also: strong numbers were not always called active
MT1-MMP act inh – blockers of MT1-MMP proenzyme processing, primary screen, HT1080 RFP-PRO-GFP cells, GFP/RFP fluorescence; AID 651647, 2012; GFP/RFP ratio change, % at 20 µM; 0.061% of 360,000 active; GFP/RFP ratio fluorescence, overnight; percent of plate control window, DMSO zero;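 active = GFP/RFP ratio change of at least 30% with cell ATP level not reduced by more than half and red fluorescence within 50% of control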; also: strong numbers were not always called active
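Assay system: HT1080 RFP-PRO-GFP cells | Dosing: 20 µM single dose, 1% DMSO | Incubation: Cells overnight before dosing, compound overnight, 37 °C, 5% CO2 | Evaluation: GFP/RFP fluorescence ratio | Control set: DMSO-only wells and HT1080 RFP-L50D-GFP cell wells as references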
PABP1 MLLE inh – inhibitors of PABP1 MLLE–PAM2 peptide binding, primary screen, biochemical, fluorescence polarization, FITC-PAM2, GST-MLLE; 0.36% of 360,000 active; inhibition, % at 20 µM; Polyadenylate-binding protein 1 (Homo sapiens), P11940; in the data active = inhibition above about 35%, passing the limit was not always enough;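 also: plate controls were DMSO wells with GST-MLLE for no effect and wells lacking GST-MLLE protein for full effect; some results filed as inactive read as strong as hits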
E coli Lon inh – inhibitors of E. coli Lon protease, primary screen, biochemical, fluorescence polarization; purified E. coli Lon protease; inhibition, % at 7.94 µM; 0.42% of 360,000 active; in the data active = inhibition above about 13%, passing the limit was not always enough;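 also: 0% = enzyme with probe and DMSO and 100% = no enzyme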
MsrA inhibitor – bovine MsrA enzyme inhibitors, primary screen, biochemical, absorbance, HTS; inhibition, % at 15.5 µM; purified bovine MsrA, absorbance read-out; AID 651718, 2012; 0.75% of 360,000 active; in the data active = inhibition above about 4.5%;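 also: 0% = vehicle wells with enzyme and 100% = reference inhibitor wells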
Starred values were filed as active, the others as inactive; . = not tested or not shown.

Start of the data: the first two records, to show the layout:
SMILES	SKN-1 inh	FAS TE block	bovine MsrA act	TbMetRS inhib	NRP1-CendR mod	MT1-MMP act inh	PABP1 MLLE inh	E coli Lon inh	MsrA inhibitor
CCN(CC1CCCO1)C(=O)c1cc(COc2ccc(OC)cc2Cl)on1 (stereo unspecified)	0	-2	-1	2.1	6	-1	11	-3	0.5
Cc1ccc(-n2nnnc2CS(=O)(=O)c2ccccc2)c(C)c1	-4	2	-3	-0.5	9	-3	3	5	-0.3

All compounds of this part (from the top)
SMILES	SKN-1 inh	FAS TE block	bovine MsrA act	TbMetRS inhib	NRP1-CendR mod	MT1-MMP act inh	PABP1 MLLE inh	E coli Lon inh	MsrA inhibitor
CCN(CC1CCCO1)C(=O)c1cc(COc2ccc(OC)cc2Cl)on1 (stereo unspecified)	0	-2	-1	2.1	6	-1	11	-3	0.5
Cc1ccc(-n2nnnc2CS(=O)(=O)c2ccccc2)c(C)c1	-4	2	-3	-0.5	9	-3	3	5	-0.3
Cc1onc(-c2c(F)cccc2Cl)c1C(=O)OCC(=O)NC(N)=O	6	-2	-4	-0.3	-5	-4	-8	-9	0.7
O=C(NCCc1ccc(F)cc1)NC12CC3CC(CC(C3)C1)C2	3	12	-1	0.2	2	-2	-4	0	-1.7
OCCn1c(CSc2nc3ccccc3n2CCO)nc2ccccc21	6	-4	1	-0.3	9	-1	-1	-3	-0.9
S=c1[nH]nc(CN2CCCC2)n1Cc1ccccc1	0	-5	-1	-0.3	0	1	-25	0	-0.1
O=C(N/N=C/c1cc2c(cc1[N+](=O)[O-])OCO2)c1cccnc1	14	-8	-4	-0.6	-4	0	0	-11	1.6
O=C(Cn1nnc(-c2ccccc2)n1)NNC(=O)c1cccc([N+](=O)[O-])c1	-6	8	-2	-0.4	2	1	-2	-6	-0.8
COc1ccc(C(=O)Oc2ccc(/C=N/NC(=O)c3ccccc3OC)cc2[N+](=O)[O-])cc1	2	10	-12	-1.4	9	0	-4	13	0.0
C[C@H](CO)N1C[C@H](C)[C@@H](CN(C)C(=O)Nc2ccc3c(c2)OCO3)Oc2ccc(NS(=O)(=O)c3cn(C)cn3)cc2C1=O	-1	-9	-2	0.4	2	0	-11	10	0.6
N#Cc1ccccc1OCC(=O)OCC(=O)NC1CCS(=O)(=O)C1 (stereo unspecified)	-13	-11	-5	-0.3	-6	-2	0	1	-0.8
COc1ccc(-n2c(C)cc(/C=C3/SC(=O)N(CC(=O)N4CCOCC4)C3=O)c2C)cc1	-5	-12	-4	-0.6	-13	3	1	-8	0.7
Cc1ccc(OCC(=O)N(Cc2ccc(N(C)C)cc2)C2CCS(=O)(=O)C2)cc1C (stereo unspecified)	-17	8	-7	0.5	6	3	-8	-3	0.1
CCc1c(C)sc(NC(=S)Nc2nc(C)cc(C)n2)c1C(=O)OC	-8	20	-3	-0.4	-3	3	14	3	-0.2
Cc1noc(NS(=O)(=O)c2ccc(NC(=O)COc3ccc(Cl)cc3Cl)cc2)c1C	-11	-2	-11	4.1	-6	2	-16	8	0.1
O=C1CNC(=O)/C1=C\c1ccc(O)cc1	9	-12	0	0.3	3	2	6	-61	0.1
O=C(CO/N=C/c1ccc(Cl)cc1Cl)NNC(=O)c1cccc(Cl)c1	-7	5	-7	-0.9	0	0	8	-5	1.5
O=C(NC1CCCCC1)C(c1ccc(F)cc1)N(Cc1ccco1)C(=O)Cn1nnc2ccccc21 (stereo unspecified)	4	-10	-2	-0.2	-5	5	3	-1	-1.1
CCCCN(C(=O)C1CCN(C(=O)c2ccccc2C)CC1)c1c(N)n(CCC)c(=O)[nH]c1=O	9	-6	-11	-0.8	7	-5	0	-8	0.3
COCCCNC(=O)CNC(=O)c1nn(-c2ccc(OC)cc2OC)c(=O)c2ccccc12	0	-7	-5	-1.0	-11	3	-10	2	-0.2
CC(C)CNC(=O)COC(=O)CCC(=O)c1ccc(Cl)cc1	2	-1	-1	0.0	-16	-3	-8	-4	0.9
CCCc1nc2oc3ccccc3c(=O)c2c(=O)n1-c1ccc(C)cc1	8	-2	-1	-0.3	-5	-2	-19	5	0.7
O=C(Oc1ccc2ccccc2c1Cl)N1CCCC1	12	1	-8	-0.8	-7	3	10	1	-0.4
CC(C)(C)OC(=O)NCCCC[C@H](NC(=O)c1nc[nH]c1C(=O)N[C@@H](CCCCNC(=O)OC(C)(C)C)C(=O)OC(C)(C)C)C(=O)OC(C)(C)C	9	13	-1	-0.1	14	-16	2	5	0.7
O=C1CN(C(=O)c2ccc(Cl)nc2)c2ccccc2N1	5	-9	-10	-0.9	2	-1	-13	2	0.1
COc1cccc(C(Nc2ccccc2)c2ccc3ccc(C)nc3c2O)c1 (stereo unspecified)	16	.	.	-0.3	4	-5	.	.	1.6
CC(C)N1CCN(Cc2cnc(N3CCCC3)s2)CC1CCO (stereo unspecified)	1	-4	-2	0.2	-5	3	-3	-4	0.2
O=C(CSCc1ccccc1Cl)NN1C(=O)c2ccccc2C1=O	9	-3	-4	-0.7	2	6	4	-20	-0.3
Cc1c(N2C(=O)/C(=C3/C(=O)N(C)c4ccccc43)SC2=S)c(=O)n(-c2ccccc2)n1C	-8	-10	-8	-1.2	5	4	32	1	-0.9
Cc1[nH]c2ccccc2c1C(=O)COC(=O)Cn1c(C)nc2ccccc21	-3	-9	-12	-1.1	1	-2	-13	14	1.0
COc1cccc2cc(C(=O)C3=C(O)C(=O)N(CCN4CCOCC4)C3c3ccc(C(C)(C)C)cc3)oc12 (stereo unspecified)	1	13	-2	0.1	-13	-2	-3	-27	-0.7
Cc1c(Br)ccc(NC(=O)c2ccccc2[N+](=O)[O-])c1C	3	-8	-10	-1.2	3	7	-7	7	1.4
COc1ccc(C2=NO[C@H]3C[C@](C(=O)NC(C)C)(S(=O)(=O)c4ccccc4)C[C@@H]23)cc1	6	-4	-3	-0.4	13	0	-13	-3	.
COc1ccccc1Nc1nnc(SCc2cc(=O)n3ccsc3n2)s1	5	4	-2	4.3	-6	-2	2	9	2.4
CCOc1ccc(/C=N/NC(=O)c2cc3c(OC)cc(OC)c(OC)c3[nH]2)cc1	-10	12	-10	-1.4	6	8	14	6	3.0
O=C(NNC(=O)c1ncc(Cl)c(Cl)c1Cl)c1ccc(F)cc1	19	2	3	-0.6	3	-7	10	-8	-0.4
O=C(NCCc1ccccc1)c1ccccc1[N+](=O)[O-]	0	-2	-1	0.2	2	2	-8	-19	-0.4
O=C(Nc1nc(-c2ccccn2)cs1)C1CCCC1	-14	-2	-2	0.1	-1	3	35	3	1.0
CCCOc1ccc(/C(O)=C2/C(=O)C(=O)N(CCN(C)C)C2c2ccncc2)cc1 (stereo unspecified)	-4	-5	-4	-0.6	-4	4	9	-4	3.0
O=C(c1ccccc1)c1c[nH]c(C(=O)NCCCn2ccnc2)c1	10	-7	-3	-1.2	-11	3	-5	-13	0.0
O=C(Cn1c(SCC(=O)N2CCc3ccccc32)nc2ccccc21)NC1CCCC1	-1	-3	-1	-0.6	8	-3	7	5	-0.5
Cc1cccn2cc(CCNC(=O)c3ccc(Br)o3)nc12	-13	-7	-4	-0.9	4	1	2	-2	-0.3
Cc1ccsc1C(=O)C1CCCN(Cc2cccn2-c2ccc(Cl)cn2)C1 (stereo unspecified)	5	10	-3	-0.3	-6	-4	-1	-3	-0.5
C=CCn1c(-c2ccc(OC)c(OC)c2)cs/c1=N\c1ccccn1	33	-1	-5	-0.4	-6	-2	-42	-8	0.7
O=C(CNC(=O)c1sc2ccccc2c1Cl)Nc1ccccc1F	5	2	-1	-0.5	4	-1	0	2	-0.7
CCNS(=O)(=O)c1ccc(C(=O)Nc2ccccc2)cc1	-11	-5	-6	-0.4	-9	3	2	-7	-0.7
COc1ccccc1CC(=O)NCc1ccc2c(c1)OCO2	-3	-1	-4	-1.1	11	5	3	-6	1.2
COc1ccc(/C=C2\CCc3ccccc3C2=O)cc1Cn1cccn1	-6	16	-8	0.1	-2	-4	8	-2	1.4
C=CCc1cccc(CNc2nc3ccccc3n2CCN2CCOCC2)c1O	10	24	-2	3.0	2	-8	1	2	1.7
COC(=O)CN1C(CN2CCOCC2)=Nc2ccc(Br)cc2C1c1ccccc1 (stereo unspecified)	6	0	-4	-0.7	3	-3	15	0	0.3
CSc1ccccc1CNC(=O)C1(C)CCCN1CC(C)C (stereo unspecified)	6	-4	1	0.3	-11	-2	-7	0	-0.8
O=C(NCCc1ccc(Cl)cc1Cl)c1cncc(Br)c1	-3	4	0	0.8	1	-2	6	-10	0.3
COc1ccc(C2=CC(=O)CC(c3ccc(F)cc3)C2)cc1 (stereo unspecified)	14	30	-4	-0.4	-4	7	19	2	1.3
CC(=O)c1cccc(CN2CCCC(C(=O)Nc3ccc(-c4ccco4)cc3)C2)c1 (stereo unspecified)	23	-2	-2	3.7	-22	-7	-12	-24	1.9
CC(NC(=O)/C(C#N)=C/c1ccc(OCC(=O)O)cc1)c1ccccc1 (stereo unspecified)	8	-6	-3	-0.3	1	0	-85	-4	4.2
CCOc1ccc2c(c1)C(C)=CC(C)(C)N2S(=O)(=O)c1ccc(NC(C)=O)cc1	3	31	8.2*	-0.1	5	18	1	2	0.4
O=C(O)c1cc([N+](=O)[O-])ccc1N1CCCCC1	-12	-7	-9	-0.8	8	14	0	-6	0.3
Nc1ncnc(Nc2cccc(F)c2)n1	8	-5	-2	0.1	9	2	1	-3	-1.1
CC(C)CC(=O)NC(NCC1CCCO1)C(Cl)(Cl)Cl (stereo unspecified)	4	-3	-1	-1.0	-3	0	5	-5	-0.2
CCCCOc1ccc(/C=c2\sc3ncnn3c2=O)cc1	-14	-9	-4	-0.3	20*	-1	4	2	-0.1
More entries.
SMILES	SKN-1 inh	FAS TE block	bovine MsrA act	TbMetRS inhib	NRP1-CendR mod	MT1-MMP act inh	PABP1 MLLE inh	E coli Lon inh	MsrA inhibitor
C=CCn1cnc2c(c1=O)c1nc3ccccc3nc1n2/N=C/c1cccc(OC)c1	13	-7	-1	-0.2	2	-1	3	-7	-1.6
C[C@]12c3[nH]c4cc(-c5ccco5)ccc4c3CCN1C(=O)[C@@H](CC(=O)NCC13CC4CC(CC(C4)C1)C3)C[C@@H]2C(=O)N1CCCCC1	14	38	-1	-0.2	-19	-20	-9	9	2.3
CCc1nc2ccc(C(=O)NCCN3CCOCC3)cn2c1N(C)Cc1ccc(OC)cc1	11	-1	-1	-0.1	-14	-5	-4	-7	-0.5
O=C(O)Cc1ccc(-c2ccccc2)cc1	-6	0	-2	-0.4	12	1	-1	-6	-0.3
COc1ccc(NS(=O)(=O)c2cc3c(cc2C)NC(=O)CO3)c(OC)c1	-5	0	-2	-0.2	-2	-1	-21	6	-0.8
Cc1cc(C(=O)CN2C(=O)NC3(CCCc4sccc43)C2=O)c(C)n1-c1ccccc1 (stereo unspecified)	5	14	-8	-0.6	-101	2	4	7	0.1
